High-throughput results deposited in PubChem by National Center for Advancing Translational Sciences (NCATS).
Eya2 inh: blocks the phosphatase activity of human Eya2; recombinant Eya2, OMFP fluorescence dephosphorylation (OMFP is methylfluorescein phosphate); O00167; Potency, µM (highest dose often 76.9 µM), for inactives: top-dose activity, negative = inhibition, hits mostly inhibitors; hit rate 0.006% among 330,000; also: potency is read from the fitted curve at half-maximal effect; % is scaled to controls: 0 for no effect and ±100 for the full control effect
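Eya2 protein (added as 0.2 uM solution) was preincubated with compound for 10 min at ambient temperature in 50 mM HEPES pH 7.5, 50 mM NaCl, 5 uM MgCl2, 0.05% BSA, 1 mM DTT. OMFP (added at 50 uM) then reacted 10 min; fluorescence read at 485/525 nm.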
uPA generation: blocks generation of uPA at the cell surface; Potency, µM (highest dose often 38.3 µM), for inactives: top-dose activity change, negative = inhibition, usual class: inhibitors; AID 540303; hit rate 0.31% among 330,000; cell surface uPA generation assay, qHTS; active = well fitted inhibition curve with a large enough effect; inconclusive = small, poorly fitted or top-dose-only effect; inactive = no such curve, though single readings can be large or run the other way; tested in mouse RAW 264.7 cells; also: potency is read from the fitted curve at half-maximal effect; % is scaled to controls: 0 for no effect and ±100 for the full control effect; nearly all actives have a fitted effect of over 55% in size
B2AR arrestin: beta2AR (human) beta-arrestin recruitment activity; hit rate 0.02% among 330,000; beta-arrestin recruitment to beta2AR, cell-based reporter; P07550; Potency, µM (series often up to 46.1 µM), without a hit: at the top dose activation, actives largely listed as activators;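 also: potency is read from the fitted curve at half-maximal effect; 0% = DMSO controls and full agonism = EC100 isoproterenol or metaproterenol; nearly all actives have a fitted effect of over 65% in size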
BRCA1 expr act: BRCA1 expression activation | MCF7-BRCA1-FFLuc reporter, luminescence, 48 h; response scale: scaled: vehicle 0%, 10 µM genistein 100% | Potency, µM (titrated, usually from 46.1 µM), without a hit: at the highest dose activation, actives largely listed as activators | hit rate 1.1% among 380,000 | AID 624202; also: potency is read from the fitted curve at half-maximal effect; nearly all actives have a fitted effect of over 80% in size; some results filed as inactive show a strong effect at the top dose
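MCF7-BRCA1-FFLuc cells, 2000/well in phenol-red-free MEM, attached 2 h then treated 48 h at 37 C. Luciferase luminescence read 15 min after reagent; normalized to genistein maximum activation (10microM) and DMSO, concentration-response fitted.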
USP2a inh: blocks human ubiquitin-specific protease USP2a | O75604 | USP2 core, Ub-CHOP2 coupled fluorogenic reporter, 485/531 | Potency, µM (titrated, usually from 38.3 µM), for the others: at the highest dose activity change, negative = inhibition, actives largely listed as inhibitors | hit rate 0.01% among 330,000;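 also: potency is read from the fitted curve at half-maximal effect; plate controls were DMSO wells for no effect and full inhibition by NEM control for full effect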
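Cell-free coupled assay: 10nM USP2 core preincubated 30min RT with compound in Tris-HCl pH 8.0/CaCl2/CHAPS buffer, then 25nM Ub-CHOP2 and 25nM reporter substrate; fluorescence (Ex 485/Em 531) read after 60min RT, normalized to NEM inhibition, concentration-response curves fitted.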
S-ASM inh: blocks human secretory acid sphingomyelinase; hit rate 0.006% among 340,000; Potency, µM (series often up to 57.5 µM), inactives show at the top dose activity change, negative = inhibition, most hits filed as inhibitors; AID 504937; placental ASM, HMU-PC fluorogenic substrate, 60 min; P17405; also: potency is read from the fitted curve at half-maximal effect
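Fluorescence read-out (Ex 386 nm, Em 447 nm) after stopping the reaction at pH 10. Enzyme: ASM from human placenta; substrate HMU-PC0, 9 uM final; 60 min, 37 °C. Compound preincubation 10 min, ambient temperature.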
PTAP TSG101 blk: blocks PTAP/TSG101 interaction to inhibit HIV-1 budding; Fluorescence polarization, FITC-PTAP peptide / Tsg101 binding; Potency, µM (series often up to 115 µM), for inactives: at the top dose activity change, negative = inhibition, usual class: inhibitors; 340,000 tested, under 10 active; AID 493005; active = well fitted inhibition curve with a large enough effect in the main read-out, with a control signal flat, not every such curve was filed as active; inconclusive = small, poorly fitted or top-dose-only effect, or effect the other way, or a change in a side signal; inactive = no such curve, though single readings can be large or run the other way; also: potency is read from the fitted curve at half-maximal effect; % of control where 0% means no effect
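Fluorescence polarization binding of Tsg101 binding domain (10 uM final) to FITC-labeled PTAP peptide (50 nM final) in HEPES pH 7.5 buffer with NaCl, Tween 20, EDTA, TCEP. Compounds added before peptide; binding 20 min at RT.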
p53 reactivator: re-activators of mutant p53 | Potency, µM (doses to about 92.2 µM), inactives show at the top dose activity change, positive = activation, hits mostly activators | H1299 p53-A138V BP100-luciferase reporter, luminescence, 24 h | hit rate 0.063% among 320,000 | AID 504706; also: potency is read from the fitted curve at half-maximal effect; % of control where 0% means no effect; nearly all actives have a fitted effect of over 45% in size
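p53-null H1299 cells stably carrying temperature-sensitive p53-A138V and a BP100-luciferase reporter were pinned with compounds (4-point, 1:5 series) and held 24 hrs at 37 deg C. Luminescence was read 10 min after detection reagent.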
a7 integrin act: integrin-mediated muscular dystrophy alleviation activation | alpha7betagal myoblasts, beta-gal FDG fluorescence, 48 h | Potency, µM (series often up to 38.3 µM), without a hit: top-dose activation, hits mostly activators | hit rate 0.064% among 350,000 | AID 624291;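 also: potency is read from the fitted curve at half-maximal effect; 100% = response of the positive control SU9516; nearly all actives have a fitted effect of over 60% in size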
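Alpha7betagal+/- myoblasts (passage 13) were plated 16-24 hr, then exposed to compounds (1:260 dilution of DMSO stock) for 48 hours at 37C. After MPER lysis, β-galactosidase reporter activity was read as FDG fluorescence (ex 480/em 540) after 30 minutes.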
ELG1 genotox: inducers of genotoxicity in HEK293T ELG1-luciferase cells | Potency, µM (series often up to 46 µM), without a hit: at the highest dose activity change, positive = activation, hits mostly activators | hit rate 1.3% among 330,000 | HEK293T ELG1-luciferase reporter, luminescence, 16 h; also: potency is read from the fitted curve at half-maximal effect; % of control where 0% means no effect; nearly all actives have a fitted effect of over 60% in size
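HEK293T cells expressing luciferase-tagged ELG1 were exposed to compound or DMSO vehicle for 16 hr at 37 °C and 5% CO2. Luciferase activity was then measured with ONE-Glo after 30 min at room temperature.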
TRPV1 ag: activates the human vanilloid receptor TRPV1 | TRPV1-expressing cells, Fluo-8 calcium influx, agonist mode | activation, % at 8.33 µM | AID 540275 | Q8NER1 | hit rate 0.19% among 320,000; in the data active = activation above about 80%; inconclusive = between about 30% and that limit; also: 0% is about no effect
Target sequence (Q8NER1 whole entry, looked up): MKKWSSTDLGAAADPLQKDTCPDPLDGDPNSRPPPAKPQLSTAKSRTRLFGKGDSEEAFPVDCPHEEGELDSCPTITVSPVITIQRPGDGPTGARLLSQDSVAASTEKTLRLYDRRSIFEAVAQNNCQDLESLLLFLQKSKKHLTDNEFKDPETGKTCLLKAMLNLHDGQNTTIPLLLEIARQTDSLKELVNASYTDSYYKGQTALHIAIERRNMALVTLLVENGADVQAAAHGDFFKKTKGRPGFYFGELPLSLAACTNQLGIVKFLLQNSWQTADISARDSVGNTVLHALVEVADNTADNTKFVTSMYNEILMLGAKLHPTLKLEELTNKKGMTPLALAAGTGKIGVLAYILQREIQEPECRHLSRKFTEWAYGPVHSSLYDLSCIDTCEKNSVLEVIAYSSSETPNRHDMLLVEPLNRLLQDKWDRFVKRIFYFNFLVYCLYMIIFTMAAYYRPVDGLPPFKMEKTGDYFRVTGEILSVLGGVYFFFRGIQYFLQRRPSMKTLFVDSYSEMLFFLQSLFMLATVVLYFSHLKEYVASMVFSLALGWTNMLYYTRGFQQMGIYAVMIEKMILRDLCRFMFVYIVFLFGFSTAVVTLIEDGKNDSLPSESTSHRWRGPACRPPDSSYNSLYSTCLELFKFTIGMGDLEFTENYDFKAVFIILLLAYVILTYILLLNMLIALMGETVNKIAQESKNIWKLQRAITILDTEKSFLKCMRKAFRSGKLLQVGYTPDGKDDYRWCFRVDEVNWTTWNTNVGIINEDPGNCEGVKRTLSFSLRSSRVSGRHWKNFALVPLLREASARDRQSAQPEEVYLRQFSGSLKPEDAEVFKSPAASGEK
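TRPV1-expressing cells were cultured overnight at 35.5C and loaded with Fluo-8 calcium dye for 40 to 90 min at room temperature. After a 10 s baseline, compound was added and calcium influx was read kinetically for 3 min (ex 480/em 520 nm).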
Starred values were filed as active, the others as inactive; ? = inconclusive; / = not tested or not shown; & = joins results of further samples; [ ] = dose if it differs, or a comment. Unless noted, calls follow the shape of the dose curve; as a rule, active = well fitted curve in the direction sought with a large enough effect; inconclusive = small, poorly fitted or top-dose-only effect, or another doubt; inactive = no such curve, though single readings can be large; an effect the other way counts as inactive or inconclusive.

SMILES	Eya2 inh	uPA generation	B2AR arrestin	BRCA1 expr act	USP2a inh	S-ASM inh	PTAP TSG101 blk	p53 reactivator	a7 integrin act	ELG1 genotox	TRPV1 ag
COc1ccc(C(=O)Nc2cccc(C)c2)cc1S(=O)(=O)N1CCOCC1	1.0%	1.1%	-0.4%	12.4%	0.4%	-3.5%	-1.8%	-31.5%[inhibitor]	-1.5%	5.2%	-1.5
O=C(CSc1ncnc2scc(-c3ccccc3)c12)NC1CCS(=O)(=O)C1 (configuration not stated)	10.0%	-1.8%	0.3%	0.0%	-0.9%	-2.6%	-0.2%	-1.9%	5.2%	1.0%	4.9
O=C(c1cc(-c2ccncc2)nc2ccc(Br)cc12)N1CCN(Cc2ccc3c(c2)OCO3)CC1	1.0%	-6.0%	-0.3%	-7.0%	-0.6%	0.0%	0.8%	-0.8%	-19.3%	-18.2%	11.9
CC(=O)N1CCN(c2ccc(NC(=O)c3ccco3)cc2)CC1	5.4%	-3.9%	0.0%	-36.9%	2.5%	-4.4%	-1.6%	?	-7.1%	?	-1.0
O=C1CCc2cc(S(=O)(=O)NCc3ccccc3)cc3c2N1CC3	-23.6%	0.5%	0.6%	-0.8%&-0.7%	-0.2%	-4.3%	-1.5%	4.2%	25.8%	4.7%	0.1
Cn1nnc(NC(=S)NC(=O)c2cc(Cl)ccc2Cl)n1	4.1%	8.4%	-1.1%	-13.0%	1.2%	0.2%	-6.7%	-1.7%	?	0.1%	-0.8
CC1=NN(Cc2ccccc2)C(=O)C1C(c1ccncc1)C(C#N)C#N (configuration not stated)	-9.0%	1.5%	-0.6%	6.8%	3.2%	-2.8%	-8.9%	4.7%	-16.0%	2.2%	0.4
CC12CCC(=O)N1C(C(=O)NNC(=O)COc1cccc(C(F)(F)F)c1)CS2 (configuration not stated)	-5.3%	0.3%	-0.1%	-6.7%	1.1%	3.2%	0.9%	2.7%	-1.8%	-5.8%	-0.1
CC(C)NC(=O)CCCc1cn(C)c2ccccc12	-8.2%	6.0%	0.2%	6.4%	-1.5%	3.2%	-4.1%	-3.3%	6.0%	-3.1%	11.1
COc1ccccc1OCC(=O)NNC(=S)NC(=O)c1ccco1	-8.5%	-3.7%	0.1%	-25.7%	1.3%	6.0%	-0.4%	16.1%	8.8%	1.8%	-2.1
COc1ccc(Cc2nc3ccccc3n2CC(=O)N/N=C/c2ccccc2)cc1OC	-6.2%	-0.4%	0.2%	-0.6%	-0.1%	-1.2%	-0.9%	-8.3%	-8.1%	-3.1%	-0.7
Cc1ccc(S(=O)(=O)N2[C@@H](c3cccc(Cl)c3)C(C(=O)O)=CC[C@H]2c2ccc(C(C)C)cc2)cc1	-6.3%	5.7%	0.2%	2.4%	-13.0%	-15.8%	/	-0.2%	20.3%	2.0%	0.3
Cc1nc(CS(=O)(=O)c2ccccn2)sc1C(=O)NNC(=O)c1c(F)cccc1Cl	-0.5%	-8.2%	-0.8%	0.7%	1.4%	-2.6%	-0.7%	1.2%	?	0.4%	0.4
ClCc1cc2ccccc2nc1Cl	20.1%	/	-0.1%	0.9%	1.9%	7.7%	-4.2%	-1.4%	?	-7.7%	-5.6
CCCn1nc(C(=O)OCC(=O)c2c(N)n(C)c(=O)n(C)c2=O)c2ccccc2c1=O	-0.8%	-2.6%	0.3%	2.5%	-2.6%	-4.7%	-13.4%	-5.3%	20.1%	-7.5%	1.2
COc1ccc(NC(=S)Nc2cccc(C(F)(F)F)c2)c(C)c1	2.2%	3.3%	-0.2%	6.3%	0.3%	-1.7%	-5.0%	-3.3%	-4.9%	-1.6%	-2.0
O=C1C2C(c3cccc(/C=C/c4ccccc4)c3)CC=CC2C(c2ccc3ccccc3c2)N1Cc1ccccc1 (configuration not stated)	-11.0%	19.8%	-0.5%	-0.2%	8.9%	13.8%	/	10.0%	-4.9%	1.5%	-0.4
COc1ccc(NC(=O)c2cccc(N3C(=O)C4C5CCC(C5)C4C3=O)c2)cc1 (configuration not stated)	0.5%	4.8%	-0.3%	-11.2%	1.3%	/	-2.0%	-5.5%	-18.5%	-11.6%	4.1
CCOC(=O)c1c(N)sc2c(NC(C)=O)cccc12	9.7%	-2.7%	0.2%	-6.1%	-1.8%	0.7%	1.6%	-3.6%	-8.1%	0.0%	1.3
CC(C)(C)c1ccc(C(=O)Oc2ccc3c(c2)OCC3=O)cc1	-3.9%	0.9%	-1.5%	-3.3%	-1.2%	3.9%	-1.8%	2.0%	?	8.4%	?
O=C(O)COCC(=O)Nc1ccc2c(c1)oc1ccccc12	-12.5%	2.4%	-0.1%	25.9%	1.9%	13.0%	-3.7%	1.4%	1.8%	1.1%	-9.1
CCNC(=O)NCCc1c[nH]c2ccc(Cl)cc12	-9.6%	/	-0.3%	7.8%	-2.1%	0.0%	-1.1%	-3.5%	14.2%	1.9%	1.3
O=C(OCn1nnc2ccccc2c1=O)c1ccco1	1.8%	11.8%	-0.3%	-0.7%	1.1%	-0.9%	-1.8%	-3.6%	-3.8%	-3.4%	0.1
Cc1ccc(S(N)(=O)=O)c(C)c1-n1cnnn1	-7.4%	-2.6%	-0.4%	4.3%	-0.8%	4.4%	0.8%	-2.2%	3.4%	-0.3%	-1.6
O=C1C2C3C=CC(C2C(=O)N1C1CCCCC1)C1C(=O)N(C2CCCCC2)C(=O)C31 (configuration not stated)	-2.3%	0.5%	-1.0%	-18.0%	6.9%	0.1%	-7.2%	-1.7%	-11.6%	0.3%	4.0
CN(C(=O)COC(=O)c1cc2ccccc2oc1=O)C1CCCCC1	-3.1%	-8.5%	-0.5%	-14.9%	5.0%	2.6%	-1.3%	11.4%	0.5%	4.0%	/
Cc1ccc(NC(=O)c2ocnc2C)cc1Cl	7.3%	/	-0.3%	?	-0.8%	-0.1%	-4.5%	?	-13.5%[7.66 µM]	?	?
Cc1ccccc1NC(=O)CN1C(=O)CSc2ccccc21	3.0%	0.4%	-1.1%	-8.0%	0.2%	1.2%	1.1%	-0.6%	-33.5%	0.9%	2.3
CC12CCC(C(=O)Nc3ccccc3Cl)([C@H](Br)C1=O)C2(C)C (some centres not stated)	0.0%	0.2%	0.0%	16.3%	-3.4%	-4.4%	-2.9%	2.1%	2.5%	-4.8%	21.2
CC(OC(=O)c1ccc(OCC2CCCO2)cc1)C(=O)N(C)Cc1ccccc1 (configuration not stated)	25.9%	-1.1%	0.2%	11.6%	1.7%	0.3%	-5.4%	10.2%	-19.4%	-0.4%	-0.7
CCN(CCCn1c(=S)[nH]c2ccc(N3CCOCC3)cc2c1=O)c1ccccc1	-14.1%	10.4%	-0.1%	-41.0%	-2.9%	45.0%[activator]	2.0%	-1.8%	-3.5%	-16.2%	-0.7
COc1cc(C(=S)N2CCOCC2)ccc1OC(=O)c1cc([N+](=O)[O-])cc([N+](=O)[O-])c1	3.2%	1.6%	-0.4%	11.2%	5.7%	3.4%	-1.7%	10.0%	30.7%	-0.2%	-0.6
CCN(CC)S(=O)(=O)c1ccc2[nH]cc(C(=O)NCCN3CCCCCC3)c(=O)c2c1	11.9%	8.1%	0.6%	3.4%	1.6%	2.4%	-0.6%	-10.6%	-7.2%	-6.8%	-0.2
CCc1cc2c(SCC(=O)NCC3CCCO3)ncnc2s1 (configuration not stated)	13.4%	4.1%	0.3%	-2.2%	2.0%	1.5%	0.0%	9.0%	?	0.7%	1.2
COc1cc(C(=O)N/C(=C\c2cn(S(=O)(=O)N(C)C)c3ccccc23)C(=O)NCCCO)cc(OC)c1OC	1.5%	-18.7%	-1.1%	-14.6%	9.9%	-2.0%	-0.1%	-0.1%	-9.1%	1.2%	0.4
CC1CCCN(C(=O)c2ccc(Br)c(S(=O)(=O)N3CCOCC3)c2)C1 (configuration not stated)	14.2%	-3.4%	0.0%	-0.7%	0.6%	3.0%	-6.7%	-14.5%	2.2%	-0.6%	5.1
Oc1cccc(C2c3[nH]c4ccccc4c3CCN2Cc2cnn(-c3ccccc3)c2)c1 (configuration not stated)	-5.2%	/	-0.2%	-45.3%	0.1%	1.4%	-1.1%	4.1%	0.0%	-2.9%	-0.2

This is a random part of the collection, and some 2.6% of all compounds hit somewhere here.
